POLH inh: qHTS for Inhibitors of Polymerase Eta | DNA polymerase eta (Homo sapiens), Q9Y253 | Potency, µM (series often up to 114 µM), for the others: at the top dose activity change, negative = inhibition, usual class: inhibitors | recombinant Pol eta, fluorescent DNA replication assay | AID 588591, 2011 | hit rate 1.2% among 390,000; note: potency is the fitted concentration of half-maximal effect; % is set by controls: 0 for no effect and ±100 for the full control effect
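Fluorescent replication assay: 50 nM final substrate added after a 15 min room-temperature compound preincubation with 10 nM enzyme. Signal taken at 0 min and again at 10 min.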
RXFP1 antagonist: qHTS Assay for Antagonists of the Relaxin Receptor RXFP1. HEK293-RXFP1, relaxin-stimulated cAMP HTRF, 30 min; hits give low values. hit rate 0.59% among 350,000. Relaxin receptor 1 (Homo sapiens), Q9HBX9. activity change, negative = inhibition, % at 57.5 µM;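 active = activity change of -60% or lower, but not beyond a set lower limit; inconclusive = change between -60% and -40%, or beyond the set limit; inactive = change above -40%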; note: % is set by controls: 0 for no effect and ±100 for the full control effect
POLK inh: qHTS for Inhibitors of Polymerase Kappa. Potency, µM (doses to about 107 µM), for the others: top-dose activity, negative = inhibition, hits mostly inhibitors. purified Pol kappa, fluorescent DNA synthesis assay, 10 min. hit rate 0.53% among 400,000. DNA polymerase kappa (Homo sapiens), Q9UBT6; note: potency is the fitted concentration of half-maximal effect; % is set by controls: 0 for no effect and ±100 for the full control effect
Target sequence (Q9UBT6 whole entry, looked up): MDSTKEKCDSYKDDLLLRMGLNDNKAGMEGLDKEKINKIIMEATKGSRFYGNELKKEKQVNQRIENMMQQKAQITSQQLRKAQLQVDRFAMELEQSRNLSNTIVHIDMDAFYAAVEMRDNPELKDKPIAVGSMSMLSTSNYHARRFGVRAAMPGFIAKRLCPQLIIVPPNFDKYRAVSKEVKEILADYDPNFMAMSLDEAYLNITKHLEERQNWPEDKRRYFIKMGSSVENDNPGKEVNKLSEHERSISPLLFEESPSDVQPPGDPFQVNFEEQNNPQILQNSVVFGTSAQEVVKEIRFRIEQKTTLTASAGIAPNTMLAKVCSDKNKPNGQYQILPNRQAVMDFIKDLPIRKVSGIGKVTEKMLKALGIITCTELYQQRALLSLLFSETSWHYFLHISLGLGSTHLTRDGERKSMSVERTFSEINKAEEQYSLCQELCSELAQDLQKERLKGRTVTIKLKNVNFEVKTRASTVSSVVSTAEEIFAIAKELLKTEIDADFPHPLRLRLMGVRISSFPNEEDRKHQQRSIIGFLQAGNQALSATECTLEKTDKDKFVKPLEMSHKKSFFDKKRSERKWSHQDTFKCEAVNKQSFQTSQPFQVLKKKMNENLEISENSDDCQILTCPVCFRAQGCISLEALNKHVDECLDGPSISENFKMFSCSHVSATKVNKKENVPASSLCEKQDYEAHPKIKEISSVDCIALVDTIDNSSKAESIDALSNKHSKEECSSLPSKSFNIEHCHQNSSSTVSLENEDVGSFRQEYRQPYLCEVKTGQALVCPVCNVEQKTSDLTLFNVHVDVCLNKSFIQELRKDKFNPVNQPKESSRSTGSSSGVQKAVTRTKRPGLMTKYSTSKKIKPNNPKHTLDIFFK
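Fluorescent qHTS in 1536-well format: enzyme (10 nM) and compound sat 15 min at room temperature before 50 nM substrate (final) was added. Signal taken at 0 and 10 min; no-enzyme buffer wells were negative controls.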
BLM inh: qHTS Assay for Inhibitors of Bloom's syndrome helicase (BLM); AID 2528, 2010; hit rate 0.2% among 350,000; recombinant BLM DNA unwinding, fluorescence dequenching; Potency, µM (series often up to 56.1 µM), for inactives: at the top dose activity change, negative = inhibition, usual class: inhibitors; RecQ-like DNA helicase BLM (Homo sapiens), P54132;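 note: potency is the fitted concentration of half-maximal effect; plate controls were vehicle for no effect and no enzyme for full effect; nearly all actives have a fitted effect of over 35% in size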
Tb PGK inh: qHTS Assay to Find Inhibitors of Phosphoglycerate Kinase. hit rate 0.043% among 380,000. PGK/GAPDH coupled, Kinase-Glo luminescence, 60 min. Potency, µM (highest dose often 57.5 µM), for the others: top-dose activity change, negative = inhibition, hits mostly inhibitors. Phosphoglycerate kinase, glycosomal (Trypanosoma brucei brucei), P07378; note: potency is the fitted concentration of half-maximal effect; % is set by controls: 0 for no effect and ±100 for the full control effect; nearly all actives have a fitted effect of over 60% in size
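Luminescent ATP detection (Kinase-Glo Plus) follows a 60-minute room-temperature incubation, with wells lacking PGK as controls. Buffer: 100 mM TEA (pH 7.6), 5 mM MgCl2, 0.01% Tween-20. Coupling enzyme GAPDH (100 nM final) supplies unstable 1,3-BPG in-well.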
Apoferritin bind: qHTS Assay for Identification of Novel General Anesthetics; Potency, µM (top dose mostly 77.5 µM), for inactives: at the top dose activity change, negative = displacement, actives largely listed as inhibitors; hit rate 0.074% among 350,000; apoferritin/1-aminoanthracene competitive binding, fluorescence; note: potency is the fitted concentration of half-maximal effect; % is set by controls: 0 for no effect and ±100 for the full control effect; nearly all actives have a fitted effect of over 20% in size
Target sequence (P02791 2-175 limits assumed): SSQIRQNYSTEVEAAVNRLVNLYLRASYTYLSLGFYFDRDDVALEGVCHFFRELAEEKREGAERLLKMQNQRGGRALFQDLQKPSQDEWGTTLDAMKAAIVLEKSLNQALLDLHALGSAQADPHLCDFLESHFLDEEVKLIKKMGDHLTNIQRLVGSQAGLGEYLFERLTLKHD
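In PBS, apoferritin at 10 uM is loaded with 1-AMA from a 50% saturated solution. After 10 min of compound exposure at ambient temperature, reduced 535 nm fluorescence indicates probe displacement.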
POLB inh: qHTS Assay for Inhibitors of DNA Polymerase Beta; P06746; Pol beta primer extension/strand displacement, fluorescence kinetic; Potency, µM (top dose mostly 114 µM), for the others: at the top dose activity change, negative = inhibition, usual class: inhibitors; hit rate 1.3% among 340,000; note: potency is the fitted concentration of half-maximal effect; % is set by controls: 0 for no effect and ±100 for the full control effect
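Preincubation: enzyme (10 nM) with compound, 15 min, RT. Reaction: substrate added to 50 nM final. Reads: 0 and 10 min. Analysis: normalized, Hill fit.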
APEX1 inh: qHTS Assay for Inhibitors of the Human Apurinic/apyrimidinic Endonuclease 1 (APE1) | DNA repair nuclease/redox regulator APEX1 (Homo sapiens), P27695 | Potency, µM (top dose mostly 65.8 µM), for the others: top-dose activity change, negative = inhibition, usual class: inhibitors | hit rate 0.35% among 350,000 | AID 2517, 2012 | recombinant APE1, TAMRA/BHQ-2 abasic DNA cleavage fluorescence;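 note: potency is the fitted concentration of half-maximal effect; plate controls were vehicle for no effect and reference inhibitor for full effect; nearly all actives have a fitted effect of over 55% in size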
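APE1 at 0.75 nM preincubated 15 min at room temperature with compound. Reaction then started with 50 nM double-stranded THF-abasic substrate labelled with TAMRA/BHQ-2, and 525/598 nm fluorescence read kinetically. Activity taken as third-minus-first read difference, normalized to DMSO and NSC13755 controls.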
Pol iota inh: qHTS for Inhibitors of Polymerase Iota; AID 588590, 2011; Pol iota fluorescent replication assay, 10 min; DNA polymerase iota (Homo sapiens), Q9UNA4; hit rate 1% among 390,000; Potency, µM (doses to about 115 µM), inactives show at the highest dose activity, negative = inhibition, most hits filed as inhibitors; note: potency is the fitted concentration of half-maximal effect
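Pol iota at 10 nM preincubated 15 min with compounds at room temperature; reaction started with fluorescent substrate, 50 nM final. Fluorescence read kinetically at 0 and 10 min; buffer-only wells as negative control.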
Numbers without * were called inactive; i = inactive; u = inconclusive; x = no result given; & = joins results of further samples; [ ] = another dose, or the depositor's remark. Unless noted, calls come from the whole dose curve; as a rule, active = well fitted curve in the direction sought with a large enough effect; inconclusive = small, poorly fitted or top-dose-only effect, or another doubt; inactive = no such curve, though single readings can be large; an effect the other way counts as inactive or inconclusive.

SMILES	POLH inh	RXFP1 antagonist	POLK inh	BLM inh	Tb PGK inh	Apoferritin bind	POLB inh	APEX1 inh	Pol iota inh
O=S(=O)(Nc1ccc(Cl)cn1)c1cccs1	-10%	-10	5%	-2%	4%	-11%	19%	19%	78%[activator]
S=C(NCC1CCCO1)NC12CC3CC(CC(C3)C1)C2 (stereo not given)	-15%	-6	4%	-3%	-3%	-7%	-2%	-2%	108%[activator]
CNCCCc1[nH]nc(N)c1C#N	-13%	x	-2%	-1%	-5%	-6%	u	-4%	20%
CC1CCCC(NCC(O)COC(c2ccc(F)cc2)c2ccc(F)cc2)C1C (stereo not given)	-11%	-69*	-10%	-9%	4%	-21%	-9%	1%	67%[activator]
CC(C)Nc1nc(NC(C)C)nc(SCCOC(=O)Nc2ccc(Cl)cc2Cl)n1	u	-4	-14%	-13%	-6%	29%	-18%	-4%	4%
CCOC(=O)CNc1nc(Cl)c(C#N)s1	-8%	-7	17%	-4%	-1%	-13%	7%	1%	-8%
CSc1nc(C)c(C(=O)C[n+]2ccc(C)cc2)cc1C#N	-9%	-13	9%	0%	i	-11%	-14%	17%	8%
COc1ccc(C(=O)O/N=C(\N)c2ccc(OC)c(OC)c2)cc1	0%	-3	-4%	0%	-5%	7%	-14%	3%	11%
Nn1c(SCC(=O)Nc2ccccc2F)nnc1C1CCCCC1	4%	26	-18%	-3%	0%	-20%	31%	5%	u
COc1ccccc1Oc1c(C)oc2cc(OC(=O)c3ccco3)ccc2c1=O	-6%	-10	-27%	0%	-5%	-8%	0%	-1%	3%
CCCCC(c1nnnn1CC1CCCO1)N1CCN(c2nc3ccccc3s2)CC1 (stereo not given)	u	-14	-12%	-2%	0%	-16%	7%	-1%	u
Cc1cccc(OCC(=O)NC(=S)Nc2ccccc2N2CCOCC2)c1	-11%	7	-5%	-10%	-8%	-4%	-8%	-6%	8%
Cc1nnc(SC(C)C(=O)N2CCc3ccccc32)s1 (stereo not given)	-18%	2	-13%	-2%	-2%	-22%	10%	-2%	14%
COc1ccc(NC(=O)c2ccco2)cc1NC(=O)C(C)Oc1ccc(Cl)cc1Cl (stereo not given)	u	x	-8%	-9%	-1%	-5%	-2%	x	-13%
CC(C)(C)c1ccc(C(=O)N/N=C/c2ccccn2)cc1	-5%	-2	6%	-3%	-2%	-16%	0%	-16%	10%
C[C@H](NC(=O)c1nc[nH]c1C(=O)N[C@@H](Cc1ccccc1)C(=O)OC(C)(C)C)c1ccccc1	-11%	x	-9%	-18%	-10%	-5%	u	-6%	9%
COc1ccc(CN(C)CC(=O)c2c(N)n(Cc3ccccc3)c(=O)n(C)c2=O)c(OC)c1	5%	-11	0%	5%	-4%	-5%	0%	11%	-3%
O=C(NCc1ccco1)C1Cc2ccccc2CN1S(=O)(=O)c1ccccc1F (stereo not given)	10µM*	-9	u	x	-16%	x	x	x	13µM*
Cc1cc(C)cc(-n2ncc3c2CCCC3NC(=O)CN2CCCCC2=O)c1 (stereo not given)	5%	0	-3%	x	11%	x	x	x	14%
CS(=O)(=O)N(Cc1ccccc1)c1ccc(C(=O)Nc2ccc(Cl)cc2)cc1	-26%	-21	3%	-2%	-9%	-5%	-1%	x	35%
CCCN1C(=O)C(=O)N(CC(=O)c2cc(C)n(C3CC3)c2C)C1=O	-9%	5	-10%	x	-2%	x	x	-12%	10%
CCCOc1ccc(CC(=O)NCc2ccco2)cc1OC	u	-7	-7%	-2%	5%	7%	-11%	0%	u
CC(C)=CC(=O)OCC(=O)Nc1ccc(Cl)cc1	-6%	1	-24%	-13%	i	-14%	2%	6%	16%
O=C(c1cc[n+]([O-])cc1)N1CCc2c([nH]c3ccccc23)C1c1ccccc1Cl (stereo not given)	-24%	5	-2%	0%	-8%	-10%	1%	-4%	6%
COc1ccc(NC(=O)c2c(C(F)(F)F)nn(C)c2SCc2ccccc2)cc1	-7%	-2	-12%	-6%	4%	-15%	18%	-3%	6%
COC(=O)c1ccc(CN2CCC(Oc3cccc(C(=O)N4CCOCC4)c3)CC2)cc1	5%	-4	-8%	-4%	4%	-11%	-3%	5%	-14%
CCOC(=O)c1c(NC(=O)COc2ccc(Br)cc2)sc2c1CCCC2	-21%	-5	-2%[60.1 µM]	-5%	-1%	0%	u	x	17%
CCOc1ccc(NC(=S)Nc2ccc(OCC)cc2)cc1	-2%	-19	2%[19.4 µM]	7%&1%	-7%	1%	2%	1%	43%[activator]
Cc1cc2oc(=O)cc(C)c2cc1NC(=O)CCC(=O)O	-10%	-10	6%[60.1 µM]	3%	-4%	-5%	-13%	8%	18%
CCc1cccc(NC(=O)CSCc2cc(=O)[nH][nH]2)c1	-5%	-4	-13%	-3%	-10%	-17%	4%	-5%	u
Cc1ccc(S(=O)(=O)N2CCCC(C(=O)NCC3COCCO3)C2)cc1 (stereo not given)	2%	-27	1%	0%	-2%	-5%	36%	-1%	3%
Cn1cc(S(=O)(=O)N2CCN(c3cccc(Cl)c3)CC2)c(=O)n(C)c1=O	-14%	13	-4%	-4%	6%	-3%	10%	-3%	33%[activator]
COc1ccc(NC(=O)CSc2nc3nc(C)c(Cc4ccc(C)cc4)c(C)n3n2)cc1OC	-16%	-9	-9%[60.1 µM]	1%	9%	-21%	4%	x	17%
CCN(CC)C(=O)c1[nH]cnc1C(=O)N[C@@H](Cc1ccccc1)C(=O)OCc1ccccc1	-18%	x	-23%	-4%	8%	-18%	-29%	-1%	5%
CCCCN(C(=O)/C=C/c1ccccc1)C1CCS(=O)(=O)C1 (stereo not given)	-14%	11	-3%	x	-9%	x	x	-9%	2%
CC1=C(C)C(=O)N(c2ccc(C(=O)O)cc2)C1=O	-15%	-5	-1%	2%	-7%	-10%	-4%	-2%	11%
CC(NC(=O)c1ccc(Br)cc1Br)c1ccccc1 (stereo not given)	-19%	0	-3%	4%	0%	-13%	8%	-3%	90%[activator]
CCc1ccc(C(=O)c2cn(CC(=O)Nc3ccc4c(c3)OCO4)c3ccc(OC)cc3c2=O)cc1	45µM*	x	-22%	14µM*	-9%	-2%	10µM*	x	u
Cc1c(C(=O)N2CCCCCC2)c(S(=O)(=O)Nc2ccc(F)cc2)c(C)n1C	-15%	29	0%	-2%	3%	-8%	4%	-7%	15%
CC(C)N1C(=O)c2ccccc2N(Cc2ccccc2)S1(=O)=O	-11%	-10	-10%	-13%	-1%	5%	-2%	-7%	7%
CCC1CN(C(=O)N2CCC(C(=O)NCCc3ccc(OC)cc3OC)CC2)c2cc(C)ccc2O1 (stereo not given)	-10%	-28	-8%	-7%	1%	70%[activator]	-1%	x	2%
CC1CCCCN1C(=O)c1c([N+](=O)[O-])cnn1C (stereo not given)	-1%	-8	12%	-1%	-6%	-2%	10%	33%	34%[activator]
COc1ccc(N2CCN(S(=O)(=O)c3cccc4cccnc34)CC2)cc1	3%	x	-6%	-1%	0%	u	-15%	1%	99%[activator]
CCOc1ccc(-c2nnc(NC(=O)CCCOc3cccc(C)c3)o2)cc1	-10%	-2	-4%	-6%	-5%	-8%	12%	-1%	34%[activator]
Cc1ccc(N=Nc2c(=O)[nH]n3c(=O)cc(C)[nH]c23)cc1	-1%	12	-24%	-12%	i	u	0.89µM*	-5%	u

11 entries from above, as comma-separated lines:
SMILES,POLH inh,RXFP1 antagonist,POLK inh,BLM inh,Tb PGK inh,Apoferritin bind,POLB inh,APEX1 inh,Pol iota inh
CCCCN(C(=O)/C=C/c1ccccc1)C1CCS(=O)(=O)C1 (stereo not given),-14%,11,-3%,x,-9%,x,x,-9%,2%
CC1=C(C)C(=O)N(c2ccc(C(=O)O)cc2)C1=O,-15%,-5,-1%,2%,-7%,-10%,-4%,-2%,11%
CC(NC(=O)c1ccc(Br)cc1Br)c1ccccc1 (stereo not given),-19%,0,-3%,4%,0%,-13%,8%,-3%,90%[activator]
CCc1ccc(C(=O)c2cn(CC(=O)Nc3ccc4c(c3)OCO4)c3ccc(OC)cc3c2=O)cc1,45µM*,x,-22%,14µM*,-9%,-2%,10µM*,x,u
Cc1c(C(=O)N2CCCCCC2)c(S(=O)(=O)Nc2ccc(F)cc2)c(C)n1C,-15%,29,0%,-2%,3%,-8%,4%,-7%,15%
CC(C)N1C(=O)c2ccccc2N(Cc2ccccc2)S1(=O)=O,-11%,-10,-10%,-13%,-1%,5%,-2%,-7%,7%
CCC1CN(C(=O)N2CCC(C(=O)NCCc3ccc(OC)cc3OC)CC2)c2cc(C)ccc2O1 (stereo not given),-10%,-28,-8%,-7%,1%,70%[activator],-1%,x,2%
CC1CCCCN1C(=O)c1c([N+](=O)[O-])cnn1C (stereo not given),-1%,-8,12%,-1%,-6%,-2%,10%,33%,34%[activator]
COc1ccc(N2CCN(S(=O)(=O)c3cccc4cccnc34)CC2)cc1,3%,x,-6%,-1%,0%,u,-15%,1%,99%[activator]
CCOc1ccc(-c2nnc(NC(=O)CCCOc3cccc(C)c3)o2)cc1,-10%,-2,-4%,-6%,-5%,-8%,12%,-1%,34%[activator]
Cc1ccc(N=Nc2c(=O)[nH]n3c(=O)cc(C)[nH]c23)cc1,-1%,12,-24%,-12%,i,u,0.89µM*,-5%,u

This is a subset; the hit share may differ from the screen's.
